# STAT3 act = STAT3 signaling activation. U3A cells, IL-6 STAT3-luciferase reporter, luminescence; 100% = signal with IL-6 EC80 alone. activation (% of control), % at 5.6 µM. 0.91% of 190,000 active. AID 871;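 active = activation above the screen-wide mean of compound activation plus 3 SD, cut at about 130% in these data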;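 note: 0% = background luminescence of wells with medium and substrate only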
#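 Material: STAT1-lacking human U3A cells, STAT3 luciferase reporter | Benchmarks: IL-6-only wells as 100% reference | Probe or stimulus: IL-6 (33 ng/mL) | Timing: Compound 1 h, then IL-6 6 h at 37 °C | Detection: Luminescence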
# bIAP inh = blocks bovine intestinal alkaline phosphatase activity; purified bovine IAP, CDP-star luminescence, 30 min; inhibition, % at 20 µM; 190,000 tested, under 10 active; AID 1019;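 active = over 50% inhibition of intestinal alkaline phosphatase at 20 µM in the single-dose screen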
#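 System: purified bovine intestinal alkaline phosphatase (IAP) enzyme; Input: IAP diluted 1/65,000,000 in the well; Measured by: CDP-star luminescence signal; Compound dosing: 20 µM single dose; Incubation: 30 min reaction at room temperature.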
# TR-FRET SRC-2 ct = flags TR-FRET format artefacts in PPARgamma SRC-2 recruitment agonist screen | TR-FRET artefact counter-screen; hits give high values | TR-FRET ratio at 8 µM | 0.4% of 200,000 active | AID 1049; in the data active = TR-FRET ratio above about 2000; note: inactives centre near 1500
# ROMK primary = modulates human ROMK potassium channel activity | Tet-inducible ROMK, thallium flux fluorescence; actives lie on both sides | B-score at 10 µM | 2% of 130,000 active | AID 1918;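 active = signal ratio slope over the read window, or its plate-corrected B-score, at least 3 SD from the plate mean, either direction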;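 note: B-score of the F/F0 ratio slope over 7 to 12 s after thallium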
# bIAP act = intestinal alkaline phosphatase (bovine) activation | purified bovine IAP, CDP-star luminescence, 30 min; hits give high values; fold of DMSO-control signal, blank-subtracted | activation factor at 20 µM | 0.17% of 200,000 active;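 active = activation factor of 2 or more at 20 µM, a signal rise over negative controls twice the positive control's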
# STAT1 inh = STAT1 signaling inhibition | 0.35% of 200,000 active | inhibition, % at 5.5 µM | NIH 3T3 STAT1-luciferase reporter, IFN-gamma, luminescence;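 active = inhibition above a set limit, the mean inhibition across all tested compounds plus 3 SD, cut at about 34% in these data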;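 note: 0% = IFN-gamma with DMSO and 100% = IFN-gamma with 300 µM nifuroxazide; values of inactives mirror those of a sister screen read the other way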
# TNAP act hiacc = activators of human TNAP at high phosphate acceptor concentration; activation factor at 20 µM; P05186; purified TNAP, CDP-star luminescence, 1 M DEA, 30 min; hits give high values; 0 = EDTA background, 1 = DMSO-only activity; 200,000 tested, under 10 active; AID 1136;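 active = activation factor at least 2 at 20 µM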
#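 Assay system: human TNAP; Input: enzyme diluted 1/800 final; Reagent: CDP-star luminogenic substrate at 100 µM final; Timing: 30 min, room temperature; Signal: luminescence; Evaluation: TNAP activation factor scaled between EDTA and DMSO control wells.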
# PPARg SRC-2 ag = PPARgamma-driven SRC-2 recruitment agonism; P37231; PPARgamma LBD-SRC-2 recruitment, biochemical; activation, % at 8 µM; 0.34% of 200,000 active; in the data active = activation above about 22%;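 note: 0% = vehicle and 100% = reference agonist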
# Target sequence (P37231 whole entry, looked up, the tested form may be a part): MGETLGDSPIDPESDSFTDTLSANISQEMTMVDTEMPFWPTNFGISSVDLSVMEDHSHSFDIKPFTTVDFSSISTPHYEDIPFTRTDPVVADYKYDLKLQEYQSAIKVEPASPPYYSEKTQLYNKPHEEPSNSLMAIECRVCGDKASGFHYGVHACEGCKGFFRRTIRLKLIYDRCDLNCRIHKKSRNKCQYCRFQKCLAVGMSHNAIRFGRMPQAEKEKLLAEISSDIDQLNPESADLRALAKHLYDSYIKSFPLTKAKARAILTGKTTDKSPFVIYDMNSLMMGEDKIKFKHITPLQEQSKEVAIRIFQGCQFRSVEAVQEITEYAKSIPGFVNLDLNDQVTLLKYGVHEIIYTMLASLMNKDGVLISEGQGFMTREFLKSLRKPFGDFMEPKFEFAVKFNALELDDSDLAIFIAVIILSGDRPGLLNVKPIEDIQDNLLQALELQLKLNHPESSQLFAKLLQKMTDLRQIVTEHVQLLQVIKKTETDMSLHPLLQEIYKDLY
# STAT3 blocker = reduces IL-6 driven STAT3 reporter signal | inhibition, % at 5.5 µM | AID 862 | U3A cells, IL-6 STAT3-luciferase reporter, luminescence; host cell line lacks STAT1 | 0.89% of 190,000 active;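 active = inhibition above the mean inhibition across all screened compounds plus 3 SD, cut at about 44% in these data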;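 note: 0% = DMSO only wells and 100% = 100 µM nifuroxazide control wells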
# PPARg SRC-1 ag = PPARgamma-driven SRC-1 recruitment agonism; activation, % at 8 µM; PPARgamma-SRC-1 coactivator recruitment biochemical assay; AID 631; 0.41% of 200,000 active; P37231; in the data active = activation above about 19%;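 note: 0% = DMSO and 100% = reference agonist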
# PPARg SRC-3 ag = PPARgamma-driven SRC-3 recruitment agonism. 0.26% of 200,000 active. biochemical PPARgamma/SRC-3 coactivator recruitment assay. P37231. AID 731. activation, % at 8 µM; in the data active = activation above about 23%;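 note: 0% = DMSO and 100% = reference agonist; some compounds past the cut are filed as inactive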
# Active calls of the source: *; · = no result given.
SMILES,STAT3 act,bIAP inh,TR-FRET SRC-2 ct,ROMK primary,bIAP act,STAT1 inh,TNAP act hiacc,PPARg SRC-2 ag,STAT3 blocker,PPARg SRC-1 ag,PPARg SRC-3 ag
O=C(CS(=O)(=O)c1ccccc1)N1CCCCCC1,111.3,10.7,1502,·,0.9,-16.5,1.1,1.0,-8.5,4.2,-2.6
CC(C)(C)OC(=O)NC(CCCCNC=O)C(=O)O (stereo unspecified),96.0,6.1,1524,·,0.9,8.0,1,3.5,9.6,-2.5,-6.0
CC1CC(C)CN(c2oc(-c3ccccc3Cl)nc2C#N)C1 (stereo unspecified),96.5,4.3,1332,·,1,4.5,1,-4.2,3.6,-2.2,-4.2
Cc1ccccc1OCC(=O)O/N=C(\N)Cc1cccs1,100.8,0.0,1512,0.573,1,-13.6,1,0.9,6.1,9.7,-3.8
COc1cccc2c1OC[C@@H](CO)[C@H]2N(C)C(=O)Nc1ccccc1,97.3,0.6,1552,·,1,-0.9,1,1.1,9.0,1.2,5.7
CCc1ccc(-c2csc(NC(=O)COC(=O)CCc3nc4ccccc4s3)n2)cc1,103.3,4.7,1661,·,1,-34.1,1,-1.8,-9.2,2.3,-3.0
Cc1ccc(-c2cc(C(=O)N/N=C/c3c(C)nn(-c4ccccc4)c3C)n[nH]2)s1,111.6,1.7,1442,1.93,1,-12.8,0.9,1.1,-17.0,1.6,-0.1
CCc1ccc(C(C(=O)NCCOC)N(C(=O)Cn2nnc3ccccc32)c2cccnc2)cc1 (stereo unspecified),101.1,7.1,1488,0.516,0.9,-1.3,1,4.7,1.8,-0.4,-4.1
CN(Cc1ccccc1)c1nc(-c2cccc([N+](=O)[O-])c2)nc2ccccc12,99.8,-17.5,1767,-0.436,1.2,-0.7,1,-7.1,-2.3,3.1,0.7
CSc1ncccc1C(=O)NC1CCCCCC1,112.6,9.5,1595,0.0154,0.9,3.4,1,-2.8,-14.5,14.7,1.4
CC1CCN(C(=O)Cn2cc(SCC(=O)NCC3CCCO3)c3ccccc32)CC1 (stereo unspecified),104.3,0.2,1711,-0.579,1,8.9,1,2.8,3.7,5.3,5.7
O=c1[nH]c(-c2ccccc2)nc2sc(-c3ccccc3)cc12,95.0,8.6,1657,-0.0808,0.9,-24.5,1,-0.5,11.0,-4.1,2.1
COc1ccc(Cc2nn3c(-c4cc(OC)c(OC)c(OC)c4)nnc3s2)cc1,100.4,-5.1,1542,-2.56*,1.1,8.0,1.1,6.0,2.3,7.2,18.1
O=C(c1cccnc1)N1CCN(C/C=C/c2ccccc2)CC1,101.5,-2.5,1558,0.232,1,-3.5,1,4.1,2.8,2.9,1.2
COC(=O)c1[nH]c2cc(OC)c(OC)cc2c1NC(=O)c1cccc(OC)c1,98.0,-6.6,1573,·,1.1,-0.1,1,8.6,12.4,9.6,-11.0
NCCCCCc1nnc(SCc2ccc(Cl)cc2Cl)o1,102.0,5.5,1634,·,0.9,-2.3,1,9.3,2.3,-4.1,8.0
CCCCn1c(N)c(N(CC)C(=O)c2cc(Br)ccc2Cl)c(=O)[nH]c1=O,103.1,-6.0,1398,0.681,1.1,0.7,1,-11.7,4.3,-1.9,-3.2
O=[N+]([O-])c1ccccc1/C=N/N1CCN(c2ccncc2S(=O)(=O)N2CCCCC2)CC1,112.4,0.7,1482,·,1,-12.3,1,-3.1,-11.9,5.4,-1.1
COc1ccc(C(=O)Cn2nnc(-c3ccccc3NC(=O)c3ccco3)n2)cc1,82.4,-2.5,1592,·,1,10.0,1,1.2,24.8,3.5,-8.9
CC(=O)NCc1ccc(C(=O)CSc2nnc(-c3ccncc3)n2Cc2ccccc2)o1,101.4,25.5,1675,·,0.7,4.8,0.9,7.4,4.4,6.4,9.8

# Arranged by value in PPARg SRC-2 ag (rising): three from the list above
compound	PPARg SRC-2 ag
O=C(CS(=O)(=O)c1ccccc1)N1CCCCCC1	1.0
CC1CCN(C(=O)Cn2cc(SCC(=O)NCC3CCCO3)c3ccccc32)CC1 (stereo unspecified)	2.8
O=C(c1cccnc1)N1CCN(C/C=C/c2ccccc2)CC1	4.1

# (listing goes on)
SMILES,STAT3 act,bIAP inh,TR-FRET SRC-2 ct,ROMK primary,bIAP act,STAT1 inh,TNAP act hiacc,PPARg SRC-2 ag,STAT3 blocker,PPARg SRC-1 ag,PPARg SRC-3 ag
N#Cc1cc(C(=O)c2cc(Cl)ccc2O)cn(-c2ccccc2)c1=O,98.0,4.5,1747,-0.43,1,-0.1,0.9,-0.1,6.2,5.0,4.2
CC(=O)NS(=O)(=O)c1ccc(NC(=O)c2cc(-c3ccc(C)c(C)c3)nc3ccccc23)cc1,115.5,-3.8,1706,·,1,15.0,1.1,7.1,-13.6,1.9,8.9
CCOC(=O)C1C(=O)C=C(c2cccs2)CC1c1ccccc1C (stereo unspecified),95.3,18.2,1687,·,0.8,5.5,1,-0.5,0.6,4.3,-5.6
CCOC(=O)c1c(NC(=O)C2COc3ccccc3O2)sc(C)c1C (stereo unspecified),90.3,10.2,1415,0.279,0.9,-3.0,1,4.1,15.1,4.9,0.2
N#CC1=C(N)C(C#N)(C#N)C(c2cccnc2)C2CC(c3ccccc3)CC=C12 (stereo unspecified),114.1,-5.8,1470,·,1.1,3.3,1.1,5.7,-11.2,3.3,12.6

# 4 entries from above in another layout:
smiles	STAT3 act	bIAP inh	TR-FRET SRC-2 ct	ROMK primary	bIAP act	STAT1 inh	TNAP act hiacc	PPARg SRC-2 ag	STAT3 blocker	PPARg SRC-1 ag	PPARg SRC-3 ag
N#Cc1cc(C(=O)c2cc(Cl)ccc2O)cn(-c2ccccc2)c1=O	98.0	4.5	1747	-0.43	1	-0.1	0.9	-0.1	6.2	5.0	4.2
CC(=O)NS(=O)(=O)c1ccc(NC(=O)c2cc(-c3ccc(C)c(C)c3)nc3ccccc23)cc1	115.5	-3.8	1706	·	1	15.0	1.1	7.1	-13.6	1.9	8.9
CCOC(=O)C1C(=O)C=C(c2cccs2)CC1c1ccccc1C (stereo unspecified)	95.3	18.2	1687	·	0.8	5.5	1	-0.5	0.6	4.3	-5.6
CCOC(=O)c1c(NC(=O)C2COc3ccccc3O2)sc(C)c1C (stereo unspecified)	90.3	10.2	1415	0.279	0.9	-3.0	1	4.1	15.1	4.9	0.2

# Gathered by group, the entries above with a nitro group on carbon (2)
SMILES,STAT3 act,bIAP inh,TR-FRET SRC-2 ct,ROMK primary,bIAP act,STAT1 inh,TNAP act hiacc,PPARg SRC-2 ag,STAT3 blocker,PPARg SRC-1 ag,PPARg SRC-3 ag
CN(Cc1ccccc1)c1nc(-c2cccc([N+](=O)[O-])c2)nc2ccccc12,99.8,-17.5,1767,-0.436,1.2,-0.7,1,-7.1,-2.3,3.1,0.7
O=[N+]([O-])c1ccccc1/C=N/N1CCN(c2ccncc2S(=O)(=O)N2CCCCC2)CC1,112.4,0.7,1482,·,1,-12.3,1,-3.1,-11.9,5.4,-1.1
